# Screens from PubChem BioAssay.
# KCNH2 3.1 block – blocks the human KCNH2 3.1 channel isoform; U2OS KCNH2 3.1, thallium flux FluxOr; stronger effect = lower value; activity change, % (tested at about 1.8 µM); 0.95% of 340,000 active; AID 720553;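 active means maximum activity change below -70%; inconclusive means maximum activity change from -70% to -50%; inactive means maximum activity change above -50%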;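 further: thallium influx rate constant from kinetic fluorescence after stimulation buffer; on the % scale 0 is the no-effect control and ±100 the full control effect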
#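 Virally transduced U2OS (3.1 isoform, 4 h infection in dark at RT) → overnight 37 C → FluxOr + Red40 in HBSS/HEPES, 45 min → stimulation buffer, 2 min kinetic read → rate constant vs DMSO controls.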
# GALK inh – blocks human galactokinase activity; P51570; Purified GALK, Kinase-Glo residual ATP luminescence; 0.007% of 270,000 active; Potency, µM (doses to about 57.5 µM), for inactives: at the highest dose activity change, negative = inhibition, hits mostly inhibitors; further: potency means the concentration at half of the fitted maximal effect; on the % scale 0 is the no-effect control and ±100 the full control effect
# Target sequence (P51570 whole entry, looked up): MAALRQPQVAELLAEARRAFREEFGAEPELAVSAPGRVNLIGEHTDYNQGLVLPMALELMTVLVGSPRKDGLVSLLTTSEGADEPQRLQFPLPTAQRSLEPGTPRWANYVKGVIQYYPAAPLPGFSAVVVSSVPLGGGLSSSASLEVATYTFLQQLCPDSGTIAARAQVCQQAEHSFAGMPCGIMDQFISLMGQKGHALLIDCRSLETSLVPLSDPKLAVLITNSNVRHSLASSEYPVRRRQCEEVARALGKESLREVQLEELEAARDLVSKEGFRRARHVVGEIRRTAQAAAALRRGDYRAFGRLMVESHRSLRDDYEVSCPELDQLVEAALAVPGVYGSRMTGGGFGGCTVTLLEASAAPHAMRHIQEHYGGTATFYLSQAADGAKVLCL
#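 5 nM enzyme, 35 uM ATP, 100 uM galactose, 20 mM HEPES pH8.0, 5 mM MgCl2; 1 h RT; residual ATP by Kinase-Glo Plus luminescence, qHTS format.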
# MLL CXXC-DNA inh – inhibitors of human MLL CXXC domain-DNA interaction. AID 2662. Potency, µM (doses to about 115 µM), for inactives: at the top dose activity change, negative = inhibition, usual class: inhibitors. MLL-CXXC / FITC-HOXA9 DNA fluorescence polarization. 0.037% of 290,000 active; active means well fitted inhibition curve with a large enough effect in the polarisation, with a control signal flat, not every such curve was filed as active; inconclusive means small, poorly fitted or top-dose-only effect, or effect the other way, or a change in a side signal; inactive means no such curve, though single readings can be large or run the other way; the % refers to the polarisation; further: potency means the concentration at half of the fitted maximal effect
#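 Fluorescence polarization: 7 uM MLL-CXXC (stock) preincubated 5 min with compounds, then 50 nM fluorescein-HOX-A9 DNA (stock) added; 30 min ambient. Buffer 50 mM Tris-HCl pH 7.5, 50 mM NaCl, 1 mM DTT, 0.05% BSA.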
# B2AR arrestin – recruits beta-arrestin to the human beta2-adrenergic receptor. 0.02% of 330,000 active. AID 492947. beta-arrestin recruitment to beta2AR, cell-based reporter. Potency, µM (doses to about 46.1 µM), without a hit: top-dose activation, usual class: activators;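 further: potency means the concentration at half of the fitted maximal effect; 0% = DMSO controls and full agonism = EC100 isoproterenol or metaproterenol; nearly all actives have a fitted effect of over 65% in size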
# Menin MLL FP TR – menin-MLL binding inhibition, Texas Red mutant peptide; O00255; Menin + Texas Red MLL mutant peptide, fluorescence polarization; Potency, µM (titrated, usually from 61.6 µM), for inactives: at the top dose FP activity change, negative = inhibition, most hits filed as inhibitors; 0.23% of 270,000 active; active means well fitted inhibition curve with a large enough effect in the polarisation, with a control signal flat, not every such curve was filed as active; inconclusive means small, poorly fitted or top-dose-only effect, or effect the other way, or a change in a side signal; inactive means no such curve, though single readings can be large or run the other way; the % refers to the polarisation; further: potency means the concentration at half of the fitted maximal effect; % of control where 0% means no effect; many of its hits are not listed in these tables
# TRPV1 agonist – human TRPV1 agonism. activation, % at 8.33 µM. TRPV1-expressing cells, Fluo-8 calcium influx, agonist mode. Q8NER1. AID 540275. 0.19% of 320,000 active; in the data active means activation above about 80%; inconclusive means between about 30% and that limit; further: 0% is about no effect
#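 Cells expressing TRPV1 were dye-loaded with Fluo-8 and read kinetically: 10 s baseline, 3 min after compound (agonist portion), then 2 min after EC20 capsaicin (allosteric enhancer portion). Calcium-bound dye fluorescence at 480/520 nm.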
# USP2a block – blocks human ubiquitin-specific protease USP2a. Potency, µM (top dose mostly 38.3 µM), inactives show at the highest dose activity change, negative = inhibition, usual class: inhibitors. USP2 core, Ub-CHOP2 coupled fluorogenic reporter, 485/531. O75604. 0.01% of 330,000 active;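 further: potency means the concentration at half of the fitted maximal effect; plate controls were DMSO wells for no effect and full inhibition by NEM control for full effect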
#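 USP2 core (10nM final) preincubated 30min RT with compound in 20mM Tris-HCl pH 8.0, 2mM CaCl2, 2mM beta-mercaptoethanol, 0.05% CHAPS; 25nM Ub-CHOP2 plus 25nM reporter substrate added, fluorescence (Ex485/Em531) read after 60min.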
# Giardia killer – Giardia lamblia killing; Giardia lamblia trophozoite viability; activity change, % at 7.66 µM, hits read low; 0.15% of 340,000 active; in the data active means activity change below about -80%; inconclusive means between about -30% and that limit;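 further: parasites exposed to compound for two days anaerobically before the ATP read; on the % scale 0 is the no-effect control and ±100 the full control effect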
#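 Trophozoites 100 cells/well + cpd; 48 hrs, 37 deg C, anaerobic. ATPLite 1-Step added, 15-30 min RT, luminescence read (ATP-based viability).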
# PKM2 activator – PKM2 (human) enzyme activation. P14618. purified PKM2, Kinase-Glo ATP luminescence, activation; response scale: 0% is enzyme alone, no compound. Potency, µM (titrated, usually from 57.5 µM), for inactives: top-dose activation, usual class: activators. 0.34% of 260,000 active. AID 1631; further: potency means the concentration at half of the fitted maximal effect; on the % scale 0 is the no-effect control and ±100 the full control effect; nearly all actives have a fitted effect of over 55% in size
# Target sequence (P14618 whole entry, looked up): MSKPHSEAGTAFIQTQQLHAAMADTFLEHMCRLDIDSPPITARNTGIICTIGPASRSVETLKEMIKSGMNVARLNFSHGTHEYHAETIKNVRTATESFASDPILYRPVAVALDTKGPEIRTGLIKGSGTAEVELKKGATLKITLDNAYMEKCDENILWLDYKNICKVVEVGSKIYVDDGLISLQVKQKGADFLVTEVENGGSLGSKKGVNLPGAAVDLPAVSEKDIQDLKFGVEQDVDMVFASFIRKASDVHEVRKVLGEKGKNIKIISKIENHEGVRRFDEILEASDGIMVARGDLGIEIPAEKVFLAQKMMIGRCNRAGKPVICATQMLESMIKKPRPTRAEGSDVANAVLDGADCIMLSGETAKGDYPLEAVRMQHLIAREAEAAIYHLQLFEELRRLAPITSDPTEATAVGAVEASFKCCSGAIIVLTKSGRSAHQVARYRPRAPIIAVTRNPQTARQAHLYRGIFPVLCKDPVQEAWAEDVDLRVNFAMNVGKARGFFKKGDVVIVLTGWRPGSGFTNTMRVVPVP
#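 Purified hPK-M2 (>95%) run at intermediate activity with 0.1 mM ADP and 0.5 mM PEP in 50 mM imidazole pH 7.2, KCl, MgCl2; 1 h room temperature. ATP formed read by Kinase-Glo luminescence; normalized to uninhibited and no-enzyme controls.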
# Coupling enz – coupling enzyme interference in Giardia aldolase counter-screen; activity change, negative = inhibition, % at 58.2 µM, hits read low; 0.67% of 290,000 active; coupling enzyme system counterscreen, AmpLite Red fluorescence; AID 2472; in the data active means activity change below about -30%; further: on the % scale 0 is the no-effect control and ±100 the full control effect
#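 Compounds tested against the coupling enzymes alone at 57.5 uM final; readout was AmpLite Red fluorescence (525/598 nm) after 20 min at RT.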
# hERG WT inh – blocks the wildtype human KCNH2 potassium channel | 0.37% of 340,000 active | activity change, % at 1.84 µM | U2OS, BacMam KCNH2, thallium flux FluxOr; stronger effect = lower value | AID 720551;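 active means maximum activity change below -70%; inconclusive means maximum activity change between -70% and -50%; inactive means maximum activity change above -50%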; further: on the % scale 0 is the no-effect control and ±100 the full control effect
#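 U2OS cells transduced with wild-type KCNH2 virus are loaded with FluxOr dye for 45 min, and thallium flux is measured in kinetic reads before and after stimulation buffer. Rate constants are normalized to DMSO controls.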
# Starred values were filed as active, the others as inactive; ? = inconclusive; . = not tested or not shown; [ ] = remark or other dose. Unless noted, the call rests on the fitted dose curve; in most records, active means well fitted curve in the direction sought with a large enough effect; inconclusive means small, poorly fitted or top-dose-only effect, or another doubt; inactive means no such curve, though single readings can be large; an effect the other way counts as inactive or inconclusive. These rows are one share of the data, so the mix of outcomes need not match the whole.
SMILES,KCNH2 3.1 block,GALK inh,MLL CXXC-DNA inh,B2AR arrestin,Menin MLL FP TR,TRPV1 agonist,USP2a block,Giardia killer,PKM2 activator,Coupling enz,hERG WT inh
Cc1ccc(S(=O)(=O)Nc2cccc3ncccc23)cc1,-1,0%,3%,-1.1%,.,6,2%,-5,-1%,-1,-28
O=C(Cn1[nH]c(=O)c2ccccc2c1=O)Nc1ccc2c(c1)CCC2,0,2%,-12%,-0.5%,1%,-1,0%,-27,1%,0,1
CCOc1cc(C(c2c(C)[nH][nH]c2=O)c2c(C)[nH][nH]c2=O)cc(Br)c1OC,-3,-4%,11%,0.0%,.,-1,1%,2,.,-1,3
CC(Cl)C(=O)c1c[nH]c2ccccc12 (stereo not given),-21,7%,91%[activator],0.1%,11%,2,-1%,-5,-6%,-1,-5
O=[N+]([O-])c1ccccc1S(=O)(=O)N1CCN(c2ccccc2)CC1,-9,-4%,4%,-0.3%,?,-4,-3%,-23,2%[11.5 µM],5,8
C/C(=N\NS(=O)(=O)c1ccc(Br)cc1)c1ccc(-n2ccnc2)cc1,-17,.,.,0.2%,.,-2,0%,-15,.,.,-6
O=C(CN1CCN(Cc2cccc(Cl)c2)C1=O)NCc1ccccn1,19,2%,-7%,-3.3%,-15%,0,1%,1,-10%,1,-3
CC1=CCC2C(=O)N(c3ccc(S(N)(=O)=O)cc3)C(=O)C2C1 (stereo not given),5,-1%,-1%,-0.4%,.,0,10%,-7,-1%,1,1
CCn1c(C(O)c2cc(OC)ccc2OC)nc2ccccc21 (stereo not given),15,1%,-8%,3.3%,-16%,2,3%,7,-2%[11.5 µM],1,0
COc1ccc(C(=O)NCC(=O)OCC(=O)NC2CCCC2)cc1,.,9%,-4%,-0.1%,-2%,1,5%,6,-7%,1,-14
CC1C(=O)NN=C1C(=O)N/N=C\c1ccc(O)cc1O (stereo not given),14,0%,55%[activator],4.3%,13%,-5,4%,10,-11%,5,-22
O=C(Nc1ccccc1)Nc1ccc2c(c1)CCC2,-4,-5%,13%,?,?,?,-1%,-14,-5%,0,-1
c1coc(CNc2c3c(nc4ncnn24)CCCC3)c1,-18,0%,2%,3.4%,-3%,5,5%,-2,10%,5,2
NC(=O)C1(NC(=O)[C@@H]2CC3(CC(c4cccc(NC(=O)[C@@H]5CCC(=O)N5)c4)=NO3)CN2C(=O)c2cnccn2)CC1 (stereo not given in full),-2,.,-12%,0.3%,-17%,1,0%,2,-7%,-6,-3
CN(c1ccc(OCC(=O)OCC(=O)Nc2ccccc2)cc1)S(=O)(=O)c1ccc(F)cc1,-38,1%,33%,-0.5%,4%,-2,-1%,5,1%,3,?
Cn1c(=O)c2[nH]c(N=Nc3ccc(N)cc3N)nc2n(C)c1=O,0,4%,?,0.5%,.,4,-4%,11,-16%,-8,-6
CCOC(=O)C1(CCCc2ccccc2)CCN(C(=O)CCN2CCCCC2=O)CC1,11,2%,32%,0.3%,?,11,0%,-22,-2%,3,-28
COc1ccccc1/C=C/C=N/Nc1cccc(C(=O)O)c1,-3,1%,-2%,11%,?,-4,1%,6,.,1,-2
Cc1ccc2c(c1)C(c1ccccc1)N(C(=O)c1ccc(F)cc1)CC(=O)N2 (stereo not given),17,0%,2%,0.0%,?,?,4%,4,.,1,2
CCCC(NC(=O)CNC(=O)C(C)(C)C)C(=O)O (stereo not given),-3,-2%,-3%,-1.0%,-12%,-7,1%,10,-13%,-3,-5
O=C(O)C1CCN(c2ccc([N+](=O)[O-])cc2[N+](=O)[O-])CC1,-23,-2%,-5%,-0.5%,.,2,9%,?,1%,5,-1
C=CCNC(=S)N/N=C/c1ccc(C)c([N+](=O)[O-])c1,0,.,-4%,-0.7%,-2%,0,3%,-4,-1%,0,6
COCCn1c(SCC(=O)Nc2sccc2C(N)=O)nnc1-c1ccncc1,14,3%,0%,0.0%,1%,1,0%,8,-4%,1,2
Cc1ccc(/C=C2\SC(=S)N(CCCC(=O)Nc3nccs3)C2=O)cc1,-6,3%,3%,-0.6%,?,-6,0%,1,-7%,2,11
O=C(CN=C1NS(=O)(=O)c2ccccc21)OCC(=O)c1cc(F)ccc1F,-14,7%,4%,-0.2%,-9%,0,3%,-13,1%,2,-13
CC(C)=CC(=O)OCC(=O)Nc1ccc(F)cc1Cl,27,0%,1%,-0.9%,5%,2,1%,4,0%,2,0
COC(=O)Cc1c(C)nc2nc(-c3ccc(OC)cc3)[nH]n2c1=O,6,-1%,4%,-0.2%,.,-4,2%,-27,2%,-8,-7
Clc1ccc(Cl)c(OCCCCN2CCCCC2)c1,-158*,5%,8%,0.1%,-15%,1,1%,6,1%,-1,-137*
O=C(NCc1ccc(F)cc1F)c1cc(COc2c(F)cccc2F)on1,10,-2%,5%,-1.3%,?,30,0%,14,10%,1,-9
O=C1C2CC=C(Cl)CC2C(=O)N1CCc1ccccc1 (stereo not given),-10,-1%,12%,0.1%,10%,7,1%,-10,1%,1,-3
COc1ccccc1CN1CCC(n2nccc2NC(=O)CCOc2ccccc2)CC1,.,-5%,2%,-0.4%,.,0,4%,-1,2%,.,25
O=C(NC(NC(=S)Nc1cccc(Cl)c1)C(Cl)(Cl)Cl)OCc1ccccc1 (stereo not given),-18,-5%,-7%,0.0%,?,5,1%,-7,-1%,-4,-4
Cc1ccc2c(c1)N(CC(=O)N1CCc3ccccc3C1)C(=O)CO2,-2,5%,7%,0.2%,-1%,14,4%,5,4%,1,1
O=C(NCc1ccccc1F)C1CCCN1C(=O)NC1CCCCC1 (stereo not given),-14,0%,0%,0.6%,4%,4,0%,3,2%,4,-13
COc1cc2[nH]c(=S)n(N(C(C)=O)C(C)=O)c(=O)c2cc1OC,12,-5%,0%,-0.3%,-12%,-1,-1%,9,-1%,1,4
COCCn1c(C)cc(C(=O)CSc2nnc3ccccn23)c1C,6,1%,12%,0.1%,-9%,-1,0%,-11,-14%,0,-15
CC(=O)c1c(C)oc2ccc(NS(=O)(=O)c3ccc(F)cc3C)cc12,0,11%,9%,-0.2%,?,1,2%,1,.,-1,-4
CC(C)(C)c1ccc(C(=O)NC(=S)N2CCCC2)cc1,-12,-3%,0%,0.3%,.,21,5%,4,-3%,.,-3
CCn1nccc1C(=O)Nc1ccc(Cl)c(Cl)c1,-2,0%,-3%,0.0%,31%[activator],20,0%,6,6%,1,-14
CCOC(=O)c1sc(=S)n(C)c1NC(=O)c1ccccc1C,-5,0%,-13%,-0.6%,-4%,-1,3%,7,-18%,6,-12
O=C(O)C1CCN(C(=O)c2cc(F)cc3c2OCOC3)CC1,19,0%,0%,0.4%,.,-1,0%,1,2%,5,4
COc1ccc(OC)c(Cc2nnc(CCC(=O)N3CCC(N4CCCCC4)CC3)o2)c1,-3,1%,33%[activator],0.0%,?,-6,0%,-15,5%,10,26
O=[N+]([O-])c1ccc(O)c(/C=N/Nc2nc3ccccc3[nH]2)c1,2,-3%,0%,-0.8%,?,-1,3%,19,-1%,0,3
COc1ccccc1CNC(=O)C1CCCN1S(=O)(=O)c1cccc2cccnc12 (stereo not given),8,0%,5%,0.3%,-10%,-3,-2%,5,12%,-1,-5
O=C(O)COc1ccc(/C=N/n2c(COc3ccccc3)nc3ccccc3c2=O)cc1,4,0%,1%,0.4%,-1%,2,3%,-2,2%,6,9
COc1ccc(OC)c(N2Cc3ccccc3C2)c1,-6,-1%,-2%,5.5%,-29%,0,-4%,18,-9%,-23,1
CCCCCCCOc1ccc(C2CC(=O)N(C)C2=O)cc1 (stereo not given),-10,4%,-12%,-0.2%,-8%,13,-1%,-7,-1%[11.5 µM],1,-15
O=C(CCS(=O)(=O)c1ccc(Cl)cc1)Nc1ccc(F)cc1,11,.,59%[activator],-0.2%,13%,?,0%,-1,.,-2,-7
Cc1cccc(Nc2ncnc(N)c2[N+](=O)[O-])n1,-13,7%,16%,-0.2%,-1%,0,0%,-9,5%,1,4
C/C(=N\NC(=O)c1ccc(C)cc1C)c1ccc2c(c1)OCO2,16,0%,?,-0.2%,-6%,0,0%,2,0%,2,19
